EphA4 KYL inhibition – inhibitors of EphA4 binding to KYL peptide, primary screen, biochemical, colorimetric, mouse EphA4 (AID 689) | Ephrin type-A receptor 4 (Mus musculus) | EphA4-AP binding to KYL peptide, pNPP A405; higher % means a stronger effect | inhibition, % at 10 µM, or IC50 in µM where a hit was titrated | 62,000 compounds, 0.1% hits; in the data active = a potency from the dose series; inactive = the rest, 99 in 100 with inhibition below about 22%
* hit, by the source's call; & = joins results of further samples. Not all compounds are listed, so the mix of outcomes need not match the whole.

SMILES	EphA4 KYL inhibition
COc1ccc(-c2nnc(SCc3cc(C)ccc3C)n2N)cc1	-18.7%
CCOC(=O)C1=C(O)/C(=C\c2ccc(OCC)cc2)N=C1C	10.3%
Cc1cc2c(c(=O)n1CCCn1ccnc1)C(c1ccco1)C(C#N)=C(N)O2 (configuration not stated)	-30.5%
CCCCCN(C(=O)NC(=O)NC(C)CC)S(C)(=O)=O (configuration not stated)	2.3%
COc1ccc(C(O)C(CN2CCOCC2)c2ccccc2)cc1 (configuration not stated)	-4.4%
CCOc1ccc(NC(=O)/C(=C/c2ccccc2)c2ccccc2)cc1	5.4%
CCCSc1nc(N2CCOCC2)c2c(c1C#N)CCCC2	-3.9%
Cc1ccc(NC(=O)C(C)N2C(=O)C3C4CC(C(Br)C4Br)C3C2=O)cc1 (configuration not stated)	-2.2%
O=C(/C=C/c1ccccc1Cl)Nc1nccs1	-3.5%
COc1ccc(/C=C/C(=O)NC(=S)Nc2ccc(I)cc2)cc1OC	-5.1%
O=C(NNC(=O)c1ccccc1Br)c1ccc(Cl)c(Cl)c1	2.2%
Cc1cccc(N2CCCC2=Nc2ccc(Br)cc2C#N)c1	-6.7%
CCn1c(COc2ccccc2)nnc1SCC(=O)NC1CCCCC1	6.3%
Cc1cccc(NC(=S)N2CCC(c3nc4ccccc4o3)CC2)c1C	-10.5%
c1ccc2oc(CCc3nc4ccccc4o3)nc2c1	-1.8%
C=CC(=O)NC(NC(=O)C=C)c1ccc(Br)cc1	-10.3%
COc1cc(/C=C2/SC(=S)N(C)C2=O)ccc1OCCSc1ccc(Cl)cc1	8.2%
O=C(O)CCN1CCOCC1	5.1%
COc1cc2c(cc1NC(=O)C(C)N1CCN(S(=O)(=O)c3ccc(C)c(C)c3)CC1)oc1ccccc12 (configuration not stated)	-2.3%
NC(=O)C1CCN(CCC(=O)Nc2cccc(Cl)c2)CC1	-7.5%
COc1ccccc1C(=O)Nc1cc2c(ccc3ccccc32)oc1=O	-16.4%
CCOc1cc([C@H]2[C@@H]3CCCC[C@]3(O)CCN2CC(=O)NCc2ccco2)ccc1O	-9.9%
Cc1cccc(C)c1NC(=O)CSc1nnc(CCCCCNC(=O)OC(C)(C)C)o1	-5.5%
O=C(CCn1cccc1)Nc1ccccc1F	2.1%
CCc1ccc(NC(=O)CN2C(=O)c3ccccc3C2=O)cc1	-8.7%

Following part.
SMILES	EphA4 KYL inhibition
Cc1cccc(OCCSc2nnc(-c3ccoc3C)n2C)c1	4.7%
COc1ccc(CCn2c(=O)[nH]c3cc(C(=O)NCCc4ccccc4)ccc3c2=O)cc1OC	0.8%
Cc1ccc(NC(=O)c2ccc(C(=O)O)cc2C(=O)O)c(C)c1	-4.3%
COc1ccc2nc3oc(C(=O)N4CCN(c5cccc(C(F)(F)F)c5)CC4)cc3cc2c1	-5.5%
Cc1cc(NC(=O)CSc2nnc(C)c(=O)[nH]2)no1	-15.3%
COc1ccc(CCNC(=O)Cc2cc(=O)[nH]c(=O)[nH]2)cc1OC	9.3%
O=C(COc1ccc2ccccc2c1)NNC(=O)[C@@H]1CCCC[C@@H]1C(=O)O	-9.4%
O=C(NCC1CCCO1)[C@@H]1CSC2c3ccccc3C(=O)N21 (some centres not stated)	0.3%
COc1cccc(C(=O)Nc2cccc(NC(C)=O)c2)c1	7.9%
CC(C)OCCCNS(=O)(=O)c1ccc2c(c1)oc(=O)n2C	-9.9%
COc1ccnc(N=CNOCc2ccc(C)cc2)c1C#N	-12.2%
COc1ccccc1-c1cc(C(=O)NC(C)c2ccccc2)no1 (configuration not stated)	4.7%
O=c1[nH]c(=O)n(Cc2ccco2)c2c1C(C(F)(F)F)(C(F)(F)F)N=C(Cc1ccccc1)N2	-31.0%
Cc1nn(CCc2nn[nH]n2)c2nc(C(F)(F)F)cc(C(F)(F)F)c12	-18.0%
Nc1nonc1-c1nc2ccccc2n1CC(=O)N/N=C\c1ccc(-c2ccc(Cl)cc2)o1	-15.9%
COc1cccc(C(=O)Nc2cccc(-c3nc4ncccc4o3)c2C)c1	4.3%
CCCN1C/C(=C\c2ccccc2)C(=O)/C(=C/c2ccccc2)C1	-6.3%
COc1cc(-c2nnc(CSc3nc4ccccc4s3)o2)cc(OC)c1OC	4.3%
O=C(CN(Cc1ccccc1)S(=O)(=O)c1ccccc1)N/N=C/c1ccccc1[N+](=O)[O-]	7.3%
Cc1cn(C(=O)c2cccc(Br)c2)c(C)n1	-3.5%
CCCCNc1c([N+](=O)[O-])cc(C)cc1[N+](=O)[O-]	-4.0%
CCCCNC(=O)Nc1cc(C(=O)OC)ccc1C	-5.1%
CCCCCn1c(CN2CCCCC2C)nc2c1c(=O)n(C)c(=O)n2C (configuration not stated)	-7.1%
Cc1ccc(-n2c(COc3c(C)cccc3C)nnc2SCC(=O)Nc2nccs2)cc1	-4.3%
COC(=O)c1[nH]c2cccc(Cl)c2c1NC(=O)CN(C)C1CCCCC1	11.1%

More results.
SMILES	EphA4 KYL inhibition
CCCCCCNC(=O)C(C(=O)OCC)C1CCCCC1 (configuration not stated)	-3.8%
COC(=O)c1c(C)oc2ccc(NS(=O)(=O)c3ccc(F)cc3)cc12	-3.2%
Cn1c(-c2cc3ccc(OC(=O)C(C)(C)C)cc3oc2=O)nc2ccccc21	-4.6%
Cc1cc(C(=O)N2CCN(c3ccccc3)CC2)c(C)o1	-9.2%
CCOc1ccc(/C=C/C2=Cc3c(sc(NC(=O)CSc4n[nH]c(N)n4)c3C#N)C(C)(C)C2)cc1	1.79µM*
COCCNC(=O)c1cc2c3ccccc3n(C)c2s1	3.0%
CCn1c(=O)cc(SCC(=O)N2CCN(c3ccccc3OC)CC2)c2ccccc21	-15.3%
Cc1ccc(C(=O)NC2CCCCCC2)cc1N1CCCC1=O	-10.2%
FC(F)Sc1ccc(NC(=S)NCC2CCCCC2)cc1	12.5%
COc1ccc(NC(=O)c2ccco2)cc1NC(=O)c1ccc(C)cc1	10.3%
Cc1ccc(N2C(=O)CSC2c2ccccn2)cc1Cl (configuration not stated)	-8.3%
COc1ccc(-c2nc(-c3ccccc3OC)no2)cc1OC	12.4%
O=C1N(Cc2ccccc2F)c2ccccc2C12OCCCO2	-9.0%
CCOc1ccc(OCC)c(NC(=O)C(NS(=O)(=O)c2ccc3c(c2)oc(=O)n3C)C(C)C)c1 (configuration not stated)	-7.3%
Cc1c(Cl)cccc1NC(=O)c1cc(-c2ccccc2O)n[nH]1	1.2%
O=C(NCc1cccnc1)c1cccc2c1C(=O)N(Cc1cccnc1)C2	-25.1%
O=c1[nH]c2ccccc2nc1Cc1ccccc1	8.6%
O=C1CN(C(=O)c2cccs2)c2ccccc2N1	-3.5%
CCCCc1ccc(Nc2ncccc2C#N)cc1	2.4%
Nc1nonc1C(=O)NCCNCc1ccccc1OCc1ccccc1F	-11.9%
Cc1nnc(C)n1/N=C/c1ccccc1Br	8.2%
Cc1nn2c3ccccc3nc2c2ccccc12	-6.3%
O=C(O)c1ccc(-n2ncc(Cl)c(Cl)c2=O)cc1	-3.7%
O=C1c2ccccc2C(=O)N1CSc1ncccn1	-15.0%
COc1ccc(OC)c(/C=C/C(=O)c2c(-c3ccccc3)c3cc(Br)ccc3[nH]c2=O)c1	6.6%

Additional entries
SMILES,EphA4 KYL inhibition
Cc1ccc2occ(C3N[C@H](C(=O)O)CS3)c(=O)c2c1 (some centres not stated),-8.7%
Cc1ccc(CNC(=O)c2cccc(OCc3c(C)noc3C)c2)cc1,-5.4%
COc1cccc(OC)c1OCCCCCc1c(C)n[nH]c1C,-8.8%
COc1cc(C(=O)ON=C2C(C)=CC(=O)C=C2C)cc(OC)c1OC,-4.9%
Nc1nc(N)nc(-c2ccc(Cl)cc2)n1,-1.5%
CCN(CC)CCN1C(=O)C(=O)/C(=C(/O)c2ccc(OC)cc2)C1c1cccs1 (configuration not stated),1.1%
COc1cc(NC(=S)NC(=O)c2c(OC)cccc2OC)ccc1NC(=O)c1cccs1,-5.2%
O=c1c(-c2nc3ccccc3s2)cccn1Cc1ccc(Cl)cc1,4.0%
COc1nc(/C(N)=N/O)nc(N2CCCCC2)n1,-9.3%
O=C(COc1ccc2ccccc2c1)NNC(=O)Cc1cccc2ccccc12,-0.7%
CC(C)CC(=O)O/N=C1\C(=O)N(c2ccccc2)c2ccccc21,13.2%
Cc1cc(NC(=O)c2ccc(F)cc2F)n(-c2nc3ccccc3[nH]2)n1,-10.4%
COc1cc(C(=S)N2CCOCC2)cc(OC)c1OS(=O)(=O)c1ccc(NC(C)=O)cc1,-9.6%
COc1ccccc1C1(CC(=O)O)CCOC(C)(C)C1 (configuration not stated),-27.6%
COc1ccc(C2=NN(C(C)=O)C(c3ccccc3)C2)cc1 (configuration not stated),2.7%
CSc1ncccc1C(=O)OCC(=O)NC1CCS(=O)(=O)C1 (configuration not stated),-14.5%
Cc1ccc(/C=C/C2=Cc3c(sc(NC(=O)CSc4n[nH]c(N)n4)c3C#N)C(C)(C)C2)o1,44.8%
O=C(Nc1ccc(Cl)cc1)Nc1nnc(-c2cccs2)s1,-7.1%
CCS(=O)(=O)Nc1ccc(Cc2ccc(NS(=O)(=O)CC)cc2)cc1,-3.8%
CN(C)c1nc(SCC#N)nc(N2CCOCC2)n1,-24.1%
Cc1oc(-c2ccccc2F)nc1CSCC(=O)NCc1ccc2c(c1)OCO2,0.7%
Cc1cc(C)c(NC(=O)CS(=O)CC(=O)NCCCc2ccccc2)c(C)c1 (configuration not stated),-11.0%
CN(C)CCNC(=O)Cn1nc(-c2ccc(Cl)cc2)ccc1=O,-0.2%
N#Cc1cccc(-n2nnnc2-c2ccccn2)c1,-5.0%
CCOC(=O)CNC(=O)Cn1cnc2c(nnn2-c2ccc(C)cc2)c1=O,2.0%
CC(C)Nc1ncnc2c1nnn2Cc1ccccc1,10.1%
Cn1nnc(C(O)CN2CCOCC2)n1 (configuration not stated),9.5%
O=S1(=O)N=C(N2CCCc3ccccc32)c2ccccc21,-3.6%
Cc1cc(C)c(C)c(S(=O)(=O)Nc2ccc(OCC(=O)O)cc2)c1C,-0.9%
Cn1c(=O)cc(SCC(=O)N2CCN(c3ccccn3)CC2)c2ccccc21,-10.0%

In the list so far, these contain a COOH group:
SMILES,EphA4 KYL inhibition
O=C(O)CCN1CCOCC1,5.1%
Cc1ccc(NC(=O)c2ccc(C(=O)O)cc2C(=O)O)c(C)c1,-4.3%
O=C(COc1ccc2ccccc2c1)NNC(=O)[C@@H]1CCCC[C@@H]1C(=O)O,-9.4%
O=C(O)c1ccc(-n2ncc(Cl)c(Cl)c2=O)cc1,-3.7%
Cc1ccc2occ(C3N[C@H](C(=O)O)CS3)c(=O)c2c1 (some centres not stated),-8.7%
COc1ccccc1C1(CC(=O)O)CCOC(C)(C)C1 (configuration not stated),-27.6%
Cc1cc(C)c(C)c(S(=O)(=O)Nc2ccc(OCC(=O)O)cc2)c1C,-0.9%

(listing goes on)
SMILES,EphA4 KYL inhibition
O=C1/C(=C\c2cccs2)SC(=S)N1CCC(=O)N1CCCc2ccccc21,-8.0%
CCOc1cc(C(=O)Nc2nnc(CC)s2)ccc1OCC(=O)N1CCOCC1,-6.3%
Cc1cc(C(=O)Nc2ccccc2C(=O)O)ccc1NC(=O)C(C)(C)C,-5.3%
COc1ccc(NC(=O)c2ocnc2C)cc1OC,-4.9%
CC[N+](CC)(CC)C/C(N)=N/O,-0.4%
COc1ccc(Cc2nc(-c3cccs3)no2)cc1OC,-4.9%
O=S(=O)(Nc1ccc(O)c(Sc2nc3ccccc3s2)c1)c1ccc(Cl)cc1,-12.7%
CC12CC3CC(C)(C1)CC(C(=O)Nc1nn[nH]n1)(C3)C2,-11.6%
CCOC(=O)C(C)Oc1cccc2c1ccc1c(-c3ccccc3)cc(=O)oc12 (configuration not stated),0.3%
O=S(=O)(Nc1ccc(Cl)c2cccnc12)c1ccccc1,-10.7%
CCOC(=O)c1c(C)n(C)c2ccc(OC)c(NC(=O)CN3CCN(Cc4ccccc4)CC3)c12,-6.2%
O=C(c1cccc(F)c1)N1CCN(Cc2c[nH]c3ccccc23)CC1,-13.5%
Cc1nnc(SCc2ccccc2Cl)n1CC1CCCO1 (configuration not stated),1.4%
Cc1ccccc1N1CCN(C(=S)c2ccc(OCc3ccccc3)cc2)CC1,6.8%
O=C(C1CCN(S(=O)(=O)N2CCC3(CC2)OCCO3)CC1)N1CCN(Cc2ccccc2)CC1,-11.1%
Nc1cccc(Nc2nc(OC(C(F)(F)F)C(F)(F)F)nc(OC(C(F)(F)F)C(F)(F)F)n2)c1,-6.2%&-10.7%
Cc1onc(-c2ccccc2)c1C(=O)Nc1ccon1,-19.4%
Cc1cccc(C)c1NC(=O)CSCc1cccc(CSCC(=O)Nc2c(C)cccc2C)n1,-4.3%
CCOc1ccc(NC(=O)N(CCC(C)C)C(C)c2ccco2)cc1 (configuration not stated),1.0%
Cc1nc(CC(=O)N2CCN(c3cccc(C)c3C)CC2)cs1,-8.3%
CCCOc1ccc(-c2nc(OC)c3ccccc3n2)cc1,-9.6%
C=CCNc1sc(C(=O)c2ccc(C)cc2)c(N)c1C#N,-3.5%
Cc1cccc(NC(=O)C(=O)NCc2ccco2)c1C,1.2%
COc1cc2c(cc1OC)C(=S)NC(C)(C)C2,4.4%
CCOc1cc(C=C2C(=O)NC(=S)N(CC)C2=O)ccc1O,-1.2%
O=C(COC(=O)COc1ccc(Nc2ccccc2)cc1)NCc1ccco1,7.9%
CCOC(=O)c1cn(-c2ccccc2CO)c2c(F)c(F)c(F)cc2c1=O,-3.9%
C=CCOc1c2ccc(C(=O)NCCc3ccc(C)cc3)cc2nn1C,-14.7%

Shown as labelled records: four of the compounds above.
Molecule: COc1ccc(C2=NN(C(C)=O)C(c3ccccc3)C2)cc1 (configuration not stated)
  EphA4 KYL inhibition = 2.7%

Molecule: CSc1ncccc1C(=O)OCC(=O)NC1CCS(=O)(=O)C1 (configuration not stated)
  EphA4 KYL inhibition = -14.5%

Molecule: Cc1ccc(/C=C/C2=Cc3c(sc(NC(=O)CSc4n[nH]c(N)n4)c3C#N)C(C)(C)C2)o1
  EphA4 KYL inhibition = 44.8%

Molecule: O=C(Nc1ccc(Cl)cc1)Nc1nnc(-c2cccs2)s1
  EphA4 KYL inhibition = -7.1%
